# Assay outcomes (PubChem)
# GLP-1R agonist = qHTS of GLP-1 Receptor Agonists | Glucagon-like peptide 1 receptor (Homo sapiens), P43220 | HEK293 GLP-1R CRE-luciferase, luminescence, 4-6 h; cells express a hypersensitive GLP-1R form | Potency, µM (highest dose often 45.6 µM), for the others: at the top dose activation, usual class: activators | 0.007% of 380,000 active; also: potency is read from the fitted curve at half-maximal effect; % of control where 0% means no effect
# Target sequence (P43220 whole entry, looked up): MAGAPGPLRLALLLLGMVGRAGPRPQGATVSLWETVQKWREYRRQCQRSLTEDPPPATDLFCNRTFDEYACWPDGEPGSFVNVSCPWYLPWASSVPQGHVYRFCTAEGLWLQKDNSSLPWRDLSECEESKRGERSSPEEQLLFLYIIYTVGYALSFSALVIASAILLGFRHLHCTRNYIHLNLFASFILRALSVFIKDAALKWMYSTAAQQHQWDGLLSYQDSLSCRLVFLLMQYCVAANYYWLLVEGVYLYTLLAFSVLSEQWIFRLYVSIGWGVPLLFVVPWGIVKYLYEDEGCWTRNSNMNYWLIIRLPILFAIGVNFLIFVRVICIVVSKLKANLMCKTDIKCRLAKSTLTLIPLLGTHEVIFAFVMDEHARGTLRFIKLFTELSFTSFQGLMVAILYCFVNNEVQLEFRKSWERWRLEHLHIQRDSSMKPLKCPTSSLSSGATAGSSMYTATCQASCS
# D3 antag = qHTS of D3 Dopamine Receptor Antagonist: qHTS; D(3) dopamine receptor (Homo sapiens), P35462; D3R cells, DiscoveRx beta-arrestin luminescence, antagonist mode; hits give low values; max response, negative = inhibition, %; 2.5% of 360,000 active; in the data active = max response below about -50%; inconclusive = no clear call, values can overlap the other calls; also: % is scaled to controls: 0 for no effect and ±100 for the full control effect; mostly tested at two doses, the higher about 12 µM
# Target sequence (P35462 whole entry, looked up): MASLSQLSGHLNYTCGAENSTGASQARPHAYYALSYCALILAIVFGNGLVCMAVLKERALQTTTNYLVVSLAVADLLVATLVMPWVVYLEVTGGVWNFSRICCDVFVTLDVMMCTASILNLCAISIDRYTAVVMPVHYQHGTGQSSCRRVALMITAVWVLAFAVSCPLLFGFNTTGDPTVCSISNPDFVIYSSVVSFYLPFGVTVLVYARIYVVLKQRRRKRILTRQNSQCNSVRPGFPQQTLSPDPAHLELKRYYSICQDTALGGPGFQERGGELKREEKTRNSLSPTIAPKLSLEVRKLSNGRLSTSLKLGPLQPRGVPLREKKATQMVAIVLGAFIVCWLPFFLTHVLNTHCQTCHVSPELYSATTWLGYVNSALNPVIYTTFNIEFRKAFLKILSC
#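 Cells expressing the human receptor were seeded at 1500 cells/well, incubated overnight at 37 degrees C in 5% CO2, then exposed to library compounds with dopamine controls for 90 minutes at 37 degrees C before luminescent detection.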
# HT1080NT lethal = qHTS for induction of synthetic lethality in tumor cells producing 2HG: qHTS for the HT-1080-NT fibrosarcoma cell line | HT-1080-NT fibrosarcoma viability, CellTiter-Glo ATP luminescence, 48 h | Potency, µM (doses to about 46.1 µM), for inactives: top-dose activity, negative = less viability, actives largely listed as cytotoxic | 1.6% of 360,000 active | AID 686970, 2013;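 also: NT is the 2HG producing partner of a matched IDH1 knockdown line; potency is read from the fitted curve at half-maximal effect; 0% = DMSO-treated cells and -100% = media-only wells without cells; nearly all actives have a fitted effect of over 55% in size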
#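 HT-1080-NT; 750 cells/well; 5% FBS RPMI; 48 h compound, 37 degrees C; CellTiter-Glo luminescence; curve fitting and curve-class assignment.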
# IL-1B inflam inh = qHTS for Inhibitors of Inflammasome Signaling: IL-1-beta AlphaLISA Primary Screen. THP-1 LPS/ATP IL-1B secretion, AlphaLISA, 16 h; hits give low values. activity change, % at 57.5 µM. 4.7% of 360,000 active. AID 743279, 2014; in the data active = activity change below about -50%; inconclusive = mostly about -30% to -49%; also: % is scaled to controls: 0 for no effect and ±100 for the full control effect
#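 Secreted IL-1B measured by AlphaLISA bead assay after 16 h compound exposure of THP-1 cells; compounds (final up to 57.5 uM) added 1 h before LPS (250 ng/mL) and ATP (1.25 mM) stimulation; lower signal means less secretion.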
# KB-3-1 tox = qHTS assay for MDR1-selective chemotherapeutics: Primary screen using the parental adenocarcinoma cell KB-3-1; Potency, µM (highest dose often 46.1 µM), without a hit: top-dose activity change, negative = cytotoxic, hits mostly cytotoxic; 1.4% of 400,000 active; AID 1347075, 2019; KB-3-1 viability, CellTiter-Glo ATP luminescence, 72 h; also: potency is read from the fitted curve at half-maximal effect; % is scaled to controls: 0 for no effect and ±100 for the full control effect; nearly all actives have a fitted effect of over 60% in size
#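 72 h, 37 °C compound treatment of KB-3-1 parental cells; CellTiter-Glo added, 10 min, luminescence read. Data corrected against DMSO-only plates and normalized before curve fitting.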
# HT1080 IDH1KD tx = qHTS for induction of synthetic lethality in tumor cells producing 2HG: qHTS for the HT-1080-IDH1KD cell line. HT-1080 IDH1 knockdown viability, ATP luminescence, 48 h. Potency, µM (doses to about 46.1 µM), inactives show at the highest dose activity, negative = toxicity, usual class: cytotoxic. 2% of 360,000 active. AID 686971, 2013;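 also: potency is read from the fitted curve at half-maximal effect; 0% = DMSO wells and -100% = cell-free medium wells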
#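 IDH1KD HT-1080 cells, 750/well, RPMI + 5% FBS; compound pinned after 2 h settling; 48 h, 37 °C; CellTiter-Glo luminescence; % activity normalised to DMSO and no-cell wells; curves fitted, classed by r2 and efficacy.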
# DRD3 agonist = qHTS of D3 Dopamine Receptor Agonist: qHTS; D(3) dopamine receptor (Homo sapiens), P35462; 0.58% of 410,000 active; D3R DiscoveRx beta-arrestin cells, luminescence, 90 min; AID 652048, 2013; max activation, %; in the data active = max activation above about 30%; also: 0% is about no effect; mostly tested at two doses, the higher about 12 µM
#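 Agonist mode: compounds and dopamine controls were applied to plated cells for 90 min at 37 degrees C after an overnight attachment at 1500 cells/well. Luminescent read-out followed 30 - 60 minutes at room temperature with DiscoveRx detection reagent.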
# KB-V1 cytotox = qHTS assay for MDR1-selective chemotherapeutics: Primary screen using the drug-selected MDR subline cells KB-V1 | KB-V1 MDR cells viability, CellTiter-Glo, 72 h | Potency, µM (series often up to 46.1 µM), inactives show top-dose activity change, negative = cytotoxicity, actives largely listed as cytotoxic | 3.4% of 400,000 active | AID 1347076, 2019; also: potency is read from the fitted curve at half-maximal effect; % is scaled to controls: 0 for no effect and ±100 for the full control effect; nearly all actives have a fitted effect of over 60% in size
#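 Compound-treated KB-V1 multidrug-resistant cells, 72 h, 37 degrees C; viability by CellTiter-Glo. Fitted qHTS curves give the values.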
# SW480 rerep = A quantitative high throughput screen for small molecules that induce DNA re-replication in SW480 colon adenocarcinoma cells; 1.8% of 340,000 active; Potency, µM (doses to about 46.1 µM), inactives show at the highest dose re-replication activation, usual class: activators; AID 624297, 2012; SW480 DNA re-replication, Hoechst DNA content imaging, 48 h; also: potency is read from the fitted curve at half-maximal effect; % of control where 0% means no effect; nearly all actives have a fitted effect of over 55% in size
#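 Cells (250 per well) received 23 nL compound or DMSO by pin tool and were kept 48 hr at 37 C, 5% CO2. Nuclei were then stained with Hoechst for 40 min and scanned for DNA content.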
# Numbers without * were called inactive; ? = inconclusive; nt = no result given; & = joins results of further samples; [ ] = dose if it differs, or a comment. Unless noted, calls follow the shape of the dose curve; as a rule, active = well fitted curve in the direction sought with a large enough effect; inconclusive = small, poorly fitted or top-dose-only effect, or another doubt; inactive = no such curve, though single readings can be large; an effect the other way counts as inactive or inconclusive.
SMILES,GLP-1R agonist,D3 antag,HT1080NT lethal,IL-1B inflam inh,KB-3-1 tox,HT1080 IDH1KD tx,DRD3 agonist,KB-V1 cytotox,SW480 rerep
CCN1C(=NCc2cccc(Cl)c2)N[C@@H](c2cccc(F)c2)C(C(=O)OC)=C1C,10%,20,-22%,-70*,-7%,-12%,-8,0%,?
Cc1ccc(-c2cc3nc4c(c(=O)n3[nH]2)CCCC4)cc1,6%,-13,7%,-10,0%,20%,-7,-12%,-3%
C[C@H](N=C1NS(=O)(=O)c2ccccc21)C(=O)OCc1cc([N+](=O)[O-])cc2c1OCOC2,16%,?,12%,?,2%,0%,-23,9%,-6%
Cc1ccc(OCc2n[nH]c(=S)n2-c2ccc(C)cc2)cc1,11%,-13,8%,24,2%,6%,0,2%,-21%
CCN1CCN(C(c2ccc(F)cc2)c2nnnn2Cc2ccc3c(c2)OCO3)CC1 (configuration not stated),11%,-2,0%,-24,1%,-3%,-14,?,-8%
Cc1cc(N2C(=O)CCC2=O)n(-c2ccccc2)n1,-19%,4,14%,14,?,11%,2,0%,0%
CCOc1ccc(NC(=O)CSc2nc(O)c(C)c(=O)n2-c2ccc(F)cc2)cc1,0%,-11,4%,-20,4%,7%,-13,-2%,-4%
O=c1[nH]c2ccccc2c2cn(-c3ccccc3)nc12,16%,7,-3%,?,-2%,-24%,-27,-26%,-2%
O=c1c2ccccc2sn1-c1cc(S(=O)(=O)N2CCOCC2)ccc1N1CCOCC1,-3%,-2,?,-102*,16%&-4%,?,-20,?,?
CC1=CC(C)(C(Cl)Cl)C(C)=CC1=O (configuration not stated),4%,-24,0%,25,?,10%,24,?,-14%
COc1ccc(-n2c(N)c(-c3nc4ccccc4n3C)sc2=S)cc1,0%,-22,-4%,63,-24%,-5%,-5,-10%,0%
COc1ccc(OC)c(NC(=O)c2cc(-c3cc(C)ccc3O)n[nH]2)c1,2%,5,?,-24,?,?,4,?,14%
CNC(=O)C(=O)Nc1cc2c3c(c1)C(C)C(=O)N3CCC2 (configuration not stated),9%,-6,-2%,3,-4%,0%,-1,-18%,-14%
CC1CN(C)C(C)C/C1=N/Oc1ccccc1[N+](=O)[O-] (configuration not stated),12%,-9,6%,6,12%,10%,-5,-17%,14%
COc1ccc(N2CCN(C(CNC(=O)C(=O)NCC3CCCO3)c3ccco3)CC2)cc1 (configuration not stated),0%,-8,0%,-6,-28%,0%,-3,4.1µM*,-25%
Cc1ccc(C)c(N2N=C(C(=O)OCc3nnc(-c4cccs4)o3)CCC2=O)c1,7%,-5,-8%,10,-1%,-5%,-5,7%,1%
O=C(CN1c2ccccc2Sc2ccccc21)NNC(=O)Nc1ccc(Cl)cc1,-39%[inhibitor],8,23µM*,-80*,0%,21µM*,4,0%,?
O=C(CN1C(=O)NC2(CCOc3ccccc32)C1=O)NCCc1ccc(F)cc1 (configuration not stated),2%,-12,2%[9.24 µM],0,-1%,-1%,-1,0%,-33%[inhibitor]
COC(=O)c1ccc(NC(=S)N2CCC(C(N)=O)CC2)cc1,-5%,-5,12%,-2,11%,12%,3,23%,-3%
Cc1ccccc1SCC(=O)OCC(=O)Nc1sccc1C(N)=O,0%,-2,12%,4,-2%,-2%,-8,-2%,5%
COc1ccc(CNC(=O)C(C)OC(=O)c2cccs2)cc1 (configuration not stated),11%,-20,10%,1,3%,0%,2,3%,-8%
COCCCNC(=O)c1cn(C)c(=O)c2cc(OC)c(OC)cc12,0%,17,10%,10,1%,4%,1,-2%,-1%
Cc1ccc(Sc2nc(C)cc(C)c2S(C)(=O)=O)cc1,18%,8,-13%,-1,0%,-4%,4,-10%,-6%[9.22 µM]
COc1cc2c(cc1OC)C(c1ccc([N+](=O)[O-])cc1)N(C(C)=O)CC2 (configuration not stated),14%,16,-21%,-7,9%,?,-1,0%,-9%
COCC1CCCCN1C(=O)c1ccc2nc(Cc3ccc(OC)c(OC)c3)oc2c1 (configuration not stated),19%,31,-4%,77,-1%,-4%,14,-25%,-7%

# Compounds shown so far that contain a Cl atom, in the order listed:
SMILES,GLP-1R agonist,D3 antag,HT1080NT lethal,IL-1B inflam inh,KB-3-1 tox,HT1080 IDH1KD tx,DRD3 agonist,KB-V1 cytotox,SW480 rerep
CCN1C(=NCc2cccc(Cl)c2)N[C@@H](c2cccc(F)c2)C(C(=O)OC)=C1C,10%,20,-22%,-70*,-7%,-12%,-8,0%,?
CC1=CC(C)(C(Cl)Cl)C(C)=CC1=O (configuration not stated),4%,-24,0%,25,?,10%,24,?,-14%
O=C(CN1c2ccccc2Sc2ccccc21)NNC(=O)Nc1ccc(Cl)cc1,-39%[inhibitor],8,23µM*,-80*,0%,21µM*,4,0%,?

# Continued:
SMILES,GLP-1R agonist,D3 antag,HT1080NT lethal,IL-1B inflam inh,KB-3-1 tox,HT1080 IDH1KD tx,DRD3 agonist,KB-V1 cytotox,SW480 rerep
C#CCSc1nnc(-c2ccc([N+](=O)[O-])cc2)o1,20%,-1,4%,-4,10%,8%,1,19%,-3%
O/N=C\c1ccccc1Oc1ccc(F)cc1,13%,-10,-22%,-1,-10%,-18%,-6,?,-3%
Cc1ccc(-c2cc3ccccc3nc2N2CCOCC2)cc1,1%,2,-2%,67,?,-3%,-5,?,21%
CCCCN1C(=O)C2C(c3ccc(OC)cc3O)NC(CC(C)C)(C(=O)O)C2C1=O (configuration not stated),-5%,-11,1%,-4,0%,-2%,-9,-10%,0%
COc1ccccc1N1CCN(S(=O)(=O)c2ccc3c(c2)oc(=O)n3C)CC1,11%&0%,1,3%,-12,-7%&-2%,2%,-5&-1,?,2%
Cn1c(-c2ccc(CN3CCCCC3)o2)nc2ccccc21,3%,?,6%,7,-22%,9%,-23,-14%,-4%
CCc1nnc(NC(=O)CCC(=O)N2CCN(CCOc3ccc(C)cc3)CC2)s1,0%,0,-15%,28,-2%,-14%,45*,?,-6%[9.22 µM]
CC[C@]12c3[nH]c4ccc(Cl)cc4c3CCN1C(=O)[C@@H](CC(=O)NCc1ccco1)C[C@@H]2C(=O)N1CCN(C(=O)c2ccco2)CC1,-1%,-12,0%,10,-2%,-2%,7,-6%,-4%
COC(=O)/C=C\C(C#N)(C#N)N=Cc1ccc(OC)cc1,1%,?,?,0,?,5.8µM*,-3,0%,6.5µM*
CCOC(=O)[C@H]1[C@H]2COc3ccc(Cl)cc3[C@@H]2N2C(=O)CN(Cc3ccccc3)C(=O)[C@@]12C,0%,-4,0%,-8,-10%,0%,-18,-6%,-8%
CN(C)c1cccc(C(=O)NC2CCCCCC2)c1,7%,13,-1%,-10,4%,-15%,1,-6%,-3%
CC(=O)NC1=NN(C(C)=O)C(C)(CS(=O)(=O)c2ccc(C)c(C)c2)S1 (configuration not stated),0%,6,27%,17,-3%,7%,1,-8%,-1%
COc1ccccc1C/C(N)=N/OC(=O)/C=C/c1ccccc1,21%,-3,?,-56*,9%,?,3,4%,3%
COc1cc(C2CC(=O)c3cnc(N4CCN(CCO)CC4)nc3C2)cc(OC)c1OC (configuration not stated),19%,nt,nt,nt,-11%,nt,5,?,nt
COC(=O)C1=C(C)NC(C)=C(C(=O)OC)C1c1ccc(NC(C)=O)cc1,0%,4,-3%,-15,1%,11%,0,-1%,10%
O=C(CCCc1ccccc1)Nc1cccc2c1CCCC2,-6%,5,-4%,6,12%,-5%,-4,?,1%
Cc1cccc(Cn2cnc3c(N)c(C)c(C)cc32)c1,-4%,-8,-1%,?,-3%,-13%,-21,-10%,7%
CCCn1c(N)c(N(CCOC)C(=O)c2ccc([N+](=O)[O-])cc2Cl)c(=O)[nH]c1=O,1%,3,15%,10,-1%,19%,3,-2%,-5%
COC(=O)C1=CN(c2cccc(C)c2)C=C(C(=O)OC)C1c1cc(OC)c(O)c([N+](=O)[O-])c1,-1%,-84*,1%,-3,-3%,-2%,-5,-9%,15%
CCOc1ccccc1C(=O)N(C)CC(=O)Nc1ccc(OC)cc1,0%,5,18%,7,3%,10%,10,12%,-7%
CCOC(=O)Nc1ccc2c(c1)N(C(=O)CCN(C)C)c1ccccc1CC2,8%,-11,-4%,-69*,?,-8%,-12,2%,10%
O=S(=O)(Nc1cc(S(=O)(=O)N2CCOCC2)ccc1NCC1CCCO1)c1ccccc1 (configuration not stated),2%,18,4%,-5,6%,5%,15,23%,-1%
CC(C)(C)c1ccc(C(=O)N2CCN(C(=O)c3ccco3)CC2)cc1,-9%,12,-11%,6,nt,17%,5,nt,-6%
CN(C)CCOC(=O)C12CC3CC(CC(C3)C1)C2,18%,?,3%,13,12%,1%,-10,11%,-5%
COc1ccc(N2CCN(C(=O)CN3C(=O)NC(C)(c4ccc5ccccc5c4)C3=O)CC2)cc1 (configuration not stated),3%,1,-14%,-10,23µM*,-29%,-5,2.3µM*,14%
COc1ccc(N2C(=O)CC(N3CCN(S(=O)(=O)c4c(C)cc(C)cc4C)CC3)C2=O)cc1 (configuration not stated),-25%,?,7%,6,22%,5%,4,?,-6%
Cc1cc(C)cc(NC(=O)NC(C)C2CCCO2)c1 (configuration not stated),4%,-6,23%,-3,3%,14%,-13,-1%,3%
COc1ccc(C(C#N)=C2C=C(Cl)C(=NO)C=C2Cl)cc1,-6%,-5,-16%,-6,?,-10%,-14,0%,nt
